Gal4-VP16 FLuc: inhibits Gal4-VP16 luciferase reporter, ROR gamma counter-screen | Drosophila S2 Gal4-VP16 UAS-luciferase, luminescence, 20 h | Potency, µM (highest dose often 53.6 µM), inactives show top-dose activity, negative = inhibition, most hits filed as inhibitors | 310,000 tested, 3.5% active | AID 2546;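 also: Gal4-VP16 expression switched on by copper sulfate through the metallothionein promoter; % is scaled to controls: 0 for no effect and ±100 for the full control effect; nearly all actives have a fitted effect of over 50% in size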
ELG1 genotox: inducers of genotoxicity in HEK293T ELG1-luciferase cells | HEK293T ELG1-luciferase reporter, luminescence, 16 h | AID 504466 | Potency, µM (series often up to 46 µM), without a hit: top-dose activity change, positive = activation, usual class: activators | 330,000 tested, 1.3% active; also: % of control where 0% means no effect; nearly all actives have a fitted effect of over 60% in size
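HEK293T cells expressing luciferase-tagged ELG1 were exposed to compound or DMSO vehicle for 16 hr at 37 °C and 5% CO2. Luciferase activity was then measured with ONE-Glo after 30 min at room temperature.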
MBNL1-CUG inh: MBNL1-poly(CUG) RNA binding inhibition; TR-FRET MBNL1-His/biotin-(CUG)12 binding, 665/545 ratio; Potency, µM (doses to about 57.5 µM), for inactives: top-dose activity change, negative = inhibition, most hits filed as inhibitors; 280,000 tested, 0.036% active; AID 2675; Q9NR56; active = well fitted inhibition curve with a large enough effect in the signal ratio, with a control signal flat, not every such curve was filed as active; inconclusive = small, poorly fitted or top-dose-only effect, or effect the other way, or a change in a side signal; inactive = no such curve, though single readings can be large or run the other way; the % refers to the signal ratio; also: % is scaled to controls: 0 for no effect and ±100 for the full control effect
Target sequence (Q9NR56 whole entry, looked up): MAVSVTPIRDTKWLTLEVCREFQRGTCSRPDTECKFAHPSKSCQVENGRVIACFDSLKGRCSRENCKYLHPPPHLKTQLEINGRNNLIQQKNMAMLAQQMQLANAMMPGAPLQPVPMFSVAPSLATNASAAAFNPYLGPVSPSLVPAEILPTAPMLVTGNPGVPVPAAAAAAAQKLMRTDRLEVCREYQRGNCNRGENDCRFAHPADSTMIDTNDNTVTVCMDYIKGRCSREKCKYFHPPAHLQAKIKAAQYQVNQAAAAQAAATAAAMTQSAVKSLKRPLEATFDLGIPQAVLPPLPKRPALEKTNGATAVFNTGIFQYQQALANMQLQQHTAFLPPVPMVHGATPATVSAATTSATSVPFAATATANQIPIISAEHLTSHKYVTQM
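Compounds (final 92 nM to 58 uM) are added to His-tagged MBNL1 and biotin-(CUG)12, then terbium anti-His antibody and streptavidin-XL665 (5 nM final). After 60 min at room temperature, the 665/545 nm ratio is read.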
uPA surface inh: blocks generation of uPA at the cell surface | cell surface uPA generation assay, qHTS | Potency, µM (doses to about 38.3 µM), for inactives: at the top dose activity change, negative = inhibition, usual class: inhibitors | 330,000 tested, 0.31% active | AID 540303; active = well fitted inhibition curve with a large enough effect; inconclusive = small, poorly fitted or top-dose-only effect; inactive = no such curve, though single readings can be large or run the other way; tested in mouse RAW 264.7 cells; also: % is scaled to controls: 0 for no effect and ±100 for the full control effect; nearly all actives have a fitted effect of over 55% in size
p53 reactivation: mutant p53 re-activation in reporter cells; 320,000 tested, 0.063% active; Potency, µM (series often up to 92.2 µM), without a hit: at the top dose activity change, positive = activation, usual class: activators; AID 504706; H1299 p53-A138V BP100-luciferase reporter, luminescence, 24 h; also: % of control where 0% means no effect; nearly all actives have a fitted effect of over 45% in size
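H1299 (p53-null), stable ts p53-A138V + BP100-Luc; 1000 cells/well, Opti-MEM/10% FBS; cpd 4 pt, 1:5; 24 h, 37 deg C, 5% CO2; detection reagent 10 min RT; luminescence.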
RORg inh: ROR gamma (mouse) transcription inhibition; Potency, µM (series often up to 53.6 µM), without a hit: top-dose activity change, negative = inhibition, actives largely listed as inhibitors; Drosophila S2 Gal4-RORgamma UAS-luciferase reporter, 20 h; 310,000 tested, 5.4% active; AID 2551; P51450; also: % is scaled to controls: 0 for no effect and ±100 for the full control effect; nearly all actives have a fitted effect of over 60% in size
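Schneider cells (Drosophila), stable Gal4 DBD–ROR gamma + UAS-luc; 1 hr cmpd preincubation; Cu2+ induction 700 uM final; 20 hr ambient; luminescence.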
BRCA1 expr up: BRCA1 expression activation; MCF7-BRCA1-FFLuc reporter, luminescence, 48 h; response scale: scaled: vehicle 0%, 10 µM genistein 100%; Potency, µM (titrated, usually from 46.1 µM), for inactives: at the top dose activation, hits mostly activators; 380,000 tested, 1.1% active; AID 624202; also: nearly all actives have a fitted effect of over 80% in size; some results filed as inactive show a strong effect at the top dose
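Activators of BRCA1 expression were detected as increased firefly luciferase luminescence in engineered MCF7 cells after 48 h compound incubation. Signals were scaled to genistein 10 microM as full activation.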
Rab9 promoter act: activators of Rab9 promoter; AID 485297; Huh7 Rab9 promoter-luciferase reporter, luminescence, 24 h; Potency, µM (titrated, usually from 9.22 µM), for inactives: at the highest dose activation, negative = inhibition, most hits filed as activators; 320,000 tested, 2.8% active; also: % of control where 0% means no effect; nearly all actives have a fitted effect of over 60% in size
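Huh7 cells stably carrying Rab9 promoter–luciferase reporter, plated 1500 cells/well, compound added after 2 h and incubated 24 h at 37 °C; luciferase luminescence then read after 10 min with detection reagent.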
CXXC DNA block: blocks binding of human MLL CXXC domain to DNA; Q03164; MLL-CXXC / FITC-HOXA9 DNA fluorescence polarization; Potency, µM (series often up to 115 µM), inactives show top-dose activity change, negative = inhibition, actives largely listed as inhibitors; 290,000 tested, 0.037% active; AID 2662; active = well fitted inhibition curve with a large enough effect in the polarisation, with a control signal flat, not every such curve was filed as active; inconclusive = small, poorly fitted or top-dose-only effect, or effect the other way, or a change in a side signal; inactive = no such curve, though single readings can be large or run the other way; the % refers to the polarisation
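Purified MLL-CXXC (added from a 7 uM solution) was preincubated 5 min at ambient with pinned compounds in 50 mM Tris-HCl pH 7.5, 50 mM NaCl, 1 mM DTT, 0.05% BSA. Fluorescein-labeled HOX-A9 DNA (50 nM solution) followed, 30 min, then polarization read.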
NPC1 promoter act: NPC1 promoter activation. Huh7 NPC1 promoter luciferase reporter, 24 h. Potency, µM (series often up to 9.22 µM), for the others: top-dose activation, most hits filed as activators. 320,000 tested, 2.4% active;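 also: % of control where 0% means no effect; nearly all actives have a fitted effect of over 60% in size; reporter is driven by a mutant NPC1 promoter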
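Luminescence read-out of NPC1 promoter-driven luciferase in stably transfected Huh7 cells; compounds delivered in DMSO and left 24 h at 37C, 5% CO2, qHTS titration format.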
FLuc modulator: inhibits or activates purified firefly luciferase, miR-21 counter-screen; purified FLuc, Km substrates, luminescence inhibition; Potency, µM (top dose mostly 57.5 µM), for the others: at the highest dose activity change, negative = inhibition, actives largely listed as inhibitors; 360,000 tested, 6.9% active; P08659;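 also: plate controls were vehicle for no effect and reference inhibitor for full effect; nearly all actives have a fitted effect of over 55% in size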
Target sequence (P08659 whole entry, looked up): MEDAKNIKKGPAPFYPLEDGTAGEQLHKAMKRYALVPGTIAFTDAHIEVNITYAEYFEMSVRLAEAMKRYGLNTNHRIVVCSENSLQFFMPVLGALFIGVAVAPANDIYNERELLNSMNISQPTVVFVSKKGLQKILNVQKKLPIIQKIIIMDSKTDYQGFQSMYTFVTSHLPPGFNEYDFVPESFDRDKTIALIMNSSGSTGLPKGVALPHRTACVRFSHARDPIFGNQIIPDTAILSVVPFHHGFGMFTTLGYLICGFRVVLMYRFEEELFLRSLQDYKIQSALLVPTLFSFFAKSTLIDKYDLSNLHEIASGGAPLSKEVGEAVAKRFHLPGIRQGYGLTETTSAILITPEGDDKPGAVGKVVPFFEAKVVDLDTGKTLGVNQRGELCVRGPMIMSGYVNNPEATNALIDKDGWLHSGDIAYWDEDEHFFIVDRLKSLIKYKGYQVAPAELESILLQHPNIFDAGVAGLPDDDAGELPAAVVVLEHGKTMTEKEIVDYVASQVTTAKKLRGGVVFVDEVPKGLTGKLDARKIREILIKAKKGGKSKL
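Purified P. pyralis luciferase, 10 nM final, with Km-level 10 uM D-luciferin and 10 uM ATP in 50 mM Tris acetate pH 7.5, 10 mM Mg acetate, 0.01% Tween-20, 0.05% BSA; 6-point qHTS titration about 60 µM downward; luminescence read.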
The depositor's hits bear a star; u = inconclusive; x = no result given; [ ] = another dose, or the depositor's remark. Unless noted, calls follow the shape of the dose curve; as a rule, active = well fitted curve in the direction sought with a large enough effect; inconclusive = small, poorly fitted or top-dose-only effect, or another doubt; inactive = no such curve, though single readings can be large; an effect the other way counts as inactive or inconclusive. Potency is read from the fitted curve at half-maximal effect. This is a subset; rates above refer to the full screens.

SMILES	Gal4-VP16 FLuc	ELG1 genotox	MBNL1-CUG inh	uPA surface inh	p53 reactivation	RORg inh	BRCA1 expr up	Rab9 promoter act	CXXC DNA block	NPC1 promoter act	FLuc modulator
Cn1c(=O)n(CCCO)c(=O)c2c1nc1n2CCCN1Cc1ccccc1	u	3%	0%	24%	-5%	0%	8%	6%	-8%	-3%	5%
CC(/C=C/c1ccco1)=N/NC(=O)OC(C)(C)C	-79%	u	8%	-17%	u	u	u	u	-5%	u	u
Cc1ccnc(NS(=O)(=O)c2ccc(NS(=O)(=O)c3ccccc3)cc2)n1	1%	0%	2%	-5%	-4%	-11%	15%	-3%	5%	-7%	1%
C=CCNC(=O)c1nc2ccccc2s1	-28%	7%	-10%	0%	u	22%	40%	14%	4%	15%	u
Cc1ccc(S(=O)(=O)N[C@@H](Cc2ccccc2)C(=O)N2CCC[C@@H]2C(=O)O)cc1	-4%	0%	-2%	-4%	0%	14%	-3%	1%	4%	-6%	0%
NS(=O)(=O)c1ccc(NC(=O)CSc2ncnc3ccccc23)cc1	10%	-6%	45%[activator]	-9%	-1%	6%	-22%	-1%	6%	-1%	-2%
CC1CCN(C(=O)CSc2nnc(-c3cc4ccccc4cc3O)n2Cc2ccco2)CC1	-1%	-13%	-3%	x	6%	u	-38%	-1%	-2%	-1%	1%
O=C(O)/C=C\c1cccc(-n2nnnc2SCc2ccccc2F)c1	16%	4%	1%	-3%	-3%	44%	-1%	-4%[1.84 µM]	38%[activator]	-3%	1%
Oc1ccc(/C=N/N=C/c2ccc(O)c(O)c2)cc1O	u	11%	u	-15%	x	-18%	-17%	-2%	-5%	-6%	15µM*
COc1cccc(NC(=O)C(NCCc2ccc(S(N)(=O)=O)cc2)c2ccccc2)c1 (stereo not drawn)	-13%	-4%	-2%	-1%	-5%	-12%	-57%	2%	48%[activator]	1%	6%
CSCCC(NC(=O)OCc1ccccc1)C(=O)NCc1cccnc1 (stereo not drawn)	-3%	1%	1%	9%	5%	11%	2%	0%	10%	-2%	-1%
Nc1nc(-c2ccccc2)c(N=Nc2cccnc2)s1	-7%	-5%	u	1%	-1%	u	-20%	-2%	2%	0%	-3%
COc1ccc(NC(=O)NC(C)C2CC3CCC2C3)cc1 (stereo not drawn)	23%	0%	-7%	-1%	3%	u	10%	19%	9%	-1%	-17%
Cc1ccc(S(=O)(=O)N(C)c2ccc(N)cc2)cc1	3%	0%	0%	-2%	-4%	-2%	-5%[1.84 µM]	5%	8%	2%	-2%
CC1(c2cnc(Nc3ccccc3)s2)CCC(=O)O1 (stereo not drawn)	u	x	-8%	5%	x	18%	81%	x	6%	x	u

The final two records of the part before come first, to join the parts.
SMILES	Gal4-VP16 FLuc	ELG1 genotox	MBNL1-CUG inh	uPA surface inh	p53 reactivation	RORg inh	BRCA1 expr up	Rab9 promoter act	CXXC DNA block	NPC1 promoter act	FLuc modulator
Cc1ccc(S(=O)(=O)N(C)c2ccc(N)cc2)cc1	3%	0%	0%	-2%	-4%	-2%	-5%[1.84 µM]	5%	8%	2%	-2%
CC1(c2cnc(Nc3ccccc3)s2)CCC(=O)O1 (stereo not drawn)	u	x	-8%	5%	x	18%	81%	x	6%	x	u
CCC1NC(=S)N(C2CCCCC2)C1=O (stereo not drawn)	u	1%	-10%	x	-2%	11µM*	8%	0%	-2%	-1%	0%
O=C(Nc1ccccc1)/C(=C\c1ccncc1)NC(=O)c1ccccc1	u	1%	-5%	0%	1%	5%	-4%	7%	-1%	0%	-9%
O=C(O)c1ccc2c(=O)n(-c3ccccc3F)c(=S)[nH]c2c1	4%	25%	-1%	-3%	-2%	-19%	18%	2%	-1%	1%	-14%
O=c1cc(O)c2c(=O)n(-c3ccccc3)c3c(c2o1)CCCCCC3	-7%	1%	-23%	-9%	-2%	-20%	-5%	-3%	5%	-2%	-1%
CCOC(=O)N1CCN(C(=O)c2cccn3c(=O)c4cc(Cl)ccc4nc23)CC1	-5%	1%	12%	x	-2%	4%	-51%	8%	-19%	4%	1%
Cc1cc(C(=O)Nc2c[nH]c(=O)[nH]c2=O)ccc1[N+](=O)[O-]	-2%	2%	u	-7%	25%	11%	-5%	14%	-1%	5%	-7%
COc1ccc(-c2cc(C(=O)N3CCN(c4ccccc4OC)CC3)no2)cc1OC	-1%[10 µM]	-2%	-1%	3%	-1%	33%	-21%	-7%	18%	-3%	-13%
O=C(NCc1ccc(Cl)cc1)C(=O)NCC(c1cccnc1)N1CCN(c2ccc(F)cc2)CC1 (stereo not drawn)	u	-12%	4%	3%	-3%	u	-57%	-2%	24%	-10%	-7%
COc1ccc(/C=C/C(=O)C(C)(C)C)cc1OC	-4%	1%	11%	u	u	15%	-6%	-2%	44%[activator]	-3%	-2%
Cc1ccc(S(=O)(=O)N(C)Cc2cc3ccccc3[nH]c2=O)cc1	2%	-11%	32%[activator]	3%	-6%	27%	4%	-5%	0%	-4%	-2%
COc1ccc(/C=C/c2cc(C(F)(F)F)on2)cc1	2%	13%	-3%	0%	12%	25%	23%	0%	-3%	12%	6µM*
CCN(CC)c1ccc(NC(=O)C2CCCN(S(=O)(=O)c3cccnc3)C2)c(C)c1 (stereo not drawn)	-8%	-15%	4%	-6%	-1%	7%	5%	5%	-6%	-2%	4%
O=C(O)CSc1nnc2c(n1)[nH]c1ccccc12	0%	1%	x	0%	16%	1%	-6%	11%	8%	-4%	-19%
O=C(CSc1ccccc1)N1CCN(C(=O)c2ccco2)CC1	11%	-1%	-8%	10%	-6%	35%	7%	-4%	-1%	-2%	-1%
O=c1cc(O)sc2ccccc12	-2%	1%	-2%	2%	-2%	u	-14%	-5%	-5%	-3%	-3%
C/C(=N\NC(=O)CCCCCNC(=O)c1ccccc1)c1ccccc1O	10µM*	0%	2%	-1%	-5%	5µM*	-11%	-3%	9%	1%	u
O=S(=O)(Nc1ccc(S(=O)(=O)Nc2ccccc2)cc1)c1ccccc1	-19%	-4%	7%	5%	-9%	u	-9%	0%	-20%	-1%	-1%
CCOC(=O)N1CCN(C(=O)CCCn2nc(C)c3sc4ccccc4c3c2=O)CC1	-5%	-5%	-4%	-1%	-18%	16%	-12%	1%	-7%	-4%	-3%
CC(C)CCNC(=O)CN(Cc1ccccc1Cl)C(=O)CCC(=O)Nc1ccccn1	-2%	-5%	-7%	0%	-3%	2%	-10%	-3%	0%	-5%	2%
Cc1ccc(OCC(=O)Nc2ccccc2C(=O)N2CCCCC2)cc1	-1%	4%	0%	0%	1%	31%	2%	-4%	-3%	0%	3%
CCc1ccc2oc(C(=O)Nc3cccnc3)c(C)c2c1	x	4.1µM*	3%	u	x	x	34%	4µM*	-4%	u	2.1µM*
CN(Cc1cccc(C(F)(F)F)c1)Cc1nc(-c2cnccn2)no1	8%	3%	2%	4%	-1%	-13%	13%	2%	-22%	-5%	0%
O=C1c2nccnc2C(=O)N1c1ccc(F)cc1	-17%	3%	1%	3%	1%	-18%	4%	2%	1%	-3%	-1%
O=C(COC(=O)c1ccccn1)NCc1cccs1	x	4%	x	0%	-1%	x	-2%	-4%	x	9%	u
CCc1c(C)n2nc(C)cc2[nH]c1=O	-11%	2%	-3%	4%	-1%	6%	-3%	-2%	5%	3%	1%
Cn1ncc(Cl)c1C(=O)N/N=C/c1ccccn1	-1%	-3%	u	-1%	8%	1%	-24%	2%	-11%	4%	u
CCOC(=O)N1CCN(C(=S)Nc2ccc(C)c(C)c2)CC1	-4%	0%	-5%	-1%	8%	u	-16%	3%	-3%	-3%	3%
O=C(NCC1CCCO1)c1ccc(CNS(=O)(=O)c2ccc(F)c(Cl)c2)cc1 (stereo not drawn)	5%	-3%	-4%	3%	0%	-2%	-15%	0%	-1%	1%	0%
CCOc1ccc2nc(NS(=O)(=O)Cc3ccccc3)sc2c1	14%	21µM*	-12%	-13%	u	-13%	-63%	12%	-2%	-20%	27µM*
CCOC(=O)Nc1ccc(C(N)=O)cc1	u	-1%	-1%	1%	u	5%	24%	2%	8%	-1%	0%
O=C(CSc1nc2ccccc2o1)N1c2ccccc2Sc2ccc(Cl)cc21	-5%	-4%	-11%	x	-2%	-2%	-22%	0%	3%	0%	5%
Cc1ccc2c(C)c(C(=O)NCCN3CCCC(O)C3)oc2c1C (stereo not drawn)	-2%	3%	3%	2%	9%	1%	13%	0%	9%	-16%	2%
C#CCSc1nnnn1-c1ccc(Br)c(C)c1	9%	-5%	-2%	-4%	2%	-27%	-8%	3%	-3%	-3%	7%

Assay outcomes: PubChem BioAssay, National Center for Advancing Translational Sciences (NCATS)
